# VLA-4 inh: inhibition in human VLA-4 binding assay, primary screen, VLA-4 allosteric modulator project, MLPCN library, flow cytometry, VLA-4 expressing cells | 330,000 compounds, 0.2% hits | inhibition, % (about 7 µM as worked out from the volumes in the protocol) | ligand binding flow cytometry | Integrin alpha-4 (Homo sapiens), P13612; in the data active = inhibition above about 50%
# PME-1 inh: PME-1 inhibitors via competitive probe labeling, primary screen, biochemical, fluorescence polarization, FP-Rh probe, HTS; Protein phosphatase methylesterase 1 (Homo sapiens), Q9Y570; recombinant PME-1; inhibition, % at 5.9 µM; 320,000 compounds, 0.53% hits; AID 2130, 2009;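 active = inhibition above the campaign mean of all compounds plus 3 SD, cut at about 26% in these data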;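 also: competitive labeling of PME-1 active site by serine hydrolase directed probe; 0% = PME-1 with DMSO and 100% = wells lacking PME-1 enzyme; inhibitors block probe labeling so polarization falls and inhibition rises; many of its hits are not listed in these tables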
# Target sequence (Q9Y570 whole entry, looked up): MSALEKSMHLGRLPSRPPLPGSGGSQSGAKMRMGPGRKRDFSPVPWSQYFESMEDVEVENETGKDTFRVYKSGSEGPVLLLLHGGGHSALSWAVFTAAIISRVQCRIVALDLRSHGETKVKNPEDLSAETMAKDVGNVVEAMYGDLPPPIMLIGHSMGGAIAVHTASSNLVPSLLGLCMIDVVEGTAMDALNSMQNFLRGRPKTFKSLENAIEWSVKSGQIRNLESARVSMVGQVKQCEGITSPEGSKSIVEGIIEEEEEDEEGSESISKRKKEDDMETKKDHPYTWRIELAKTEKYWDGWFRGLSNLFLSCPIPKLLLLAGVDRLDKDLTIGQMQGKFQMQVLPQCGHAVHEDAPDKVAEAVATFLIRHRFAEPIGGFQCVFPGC
# MEX-5 binding: MEX-5 zinc finger RNA-binding disruptors – biochemical, C. elegans, fluorescence polarization, MLPCN library, primary screen | 300,000 compounds, 0.38% hits | Zinc finger protein mex-5 (Caenorhabditis elegans), Q9XUB2 | MEX-5/FITC-TCR2 RNA binding; stronger effect = lower value | activity score (negative = inhibition of binding), % at 10 µM;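 active = inhibition past about -25% in most replicates, and total fluorescence under double the plate's negative control median, limit read from the data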;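 also: 0% = DMSO and -100% = 5 µM competing unlabeled TCR2 RNA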
# MCL1-BIM inh: inhibitors of MCL1 binding to BIM-BH3, primary screen, biochemical, fluorescence polarization; Induced myeloid leukemia cell differentiation protein Mcl-1 (Homo sapiens), Q07820; GST-MCL1 / FITC-Bim-BH3 fluorescence polarization; inhibition, % at 10.9 µM; 320,000 compounds, 0.68% hits; AID 2057, 2009;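 active = inhibition above the mean inhibition of all tested compounds plus 3 SD, set per campaign, cut at about 40% in these data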;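 also: 0% = DMSO wells and 100% = unlabeled Bim-BH3 peptide control; higher means more loss of mP so more displacement of Bim peptide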
# GRK2 aptamer HTS: compounds blocking aptamer binding on GRK2 – biochemical, human GRK2, bead flow cytometry, HTS, primary screen; Beta-adrenergic receptor kinase 1 (Homo sapiens), P25098; FAM-aptamer displacement from GRK2; inhibition of aptamer binding, % at 10 µM; 330,000 compounds, 0.59% hits;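 active = inhibition of aptamer binding above 40%, roughly 3 SD of noise, on plates passing a quality check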;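 also: median bead fluorescence of bound FAM aptamer so fluorescent compounds give negative values; no value below 0 was filed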
# Bcl-xL primary: inhibitors of human Bcl-xL, primary screen, biochemical, fluorescence polarization, HTS; Bcl-2-like protein 1 (Homo sapiens), Q07817; inhibition, % at 10.9 µM; GST-Bcl-xL / FITC-Bim BH3 peptide fluorescence polarization; 320,000 compounds, 0.7% hits;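 active = inhibition above the mean of all tested compounds plus 3 SD, cutoff set per campaign, cut at about 30% in these data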;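 also: 0% = DMSO wells and 100% = unlabeled Bim-BH3 peptide competitor; inhibitors lower millipolarization by displacing the labeled peptide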
# Target sequence (Q07817 whole entry, looked up): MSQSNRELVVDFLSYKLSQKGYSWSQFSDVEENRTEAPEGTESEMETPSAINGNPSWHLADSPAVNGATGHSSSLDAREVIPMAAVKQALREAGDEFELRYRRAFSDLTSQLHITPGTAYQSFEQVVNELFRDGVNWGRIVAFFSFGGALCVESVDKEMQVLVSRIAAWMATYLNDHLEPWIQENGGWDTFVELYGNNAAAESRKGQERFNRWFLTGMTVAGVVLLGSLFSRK
# Fam108B inh: mouse Fam108B serine hydrolase inhibitors, primary screen, counter-screen for RBBP9 inhibitor project, biochemical, fluorescence polarization; recombinant Fam108B, FP-Rh probe fluorescence polarization; inhibition, % at 9.51 µM; 300,000 compounds, 0.33% hits;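 active = inhibition above the screen mean inhibition plus 3 SD, computed separately per campaign, cut at about 18% in these data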;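 also: inhibitors lower polarization as less probe binds the enzyme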
# GLD-1 TGE inh: GLD-1/TGE RNA complex disruptors, primary screen, biochemical, fluorescence polarization | Female germline-specific tumor suppressor gld-1 (Caenorhabditis elegans), Q17339 | purified GLD-1 + fluorescein TGE RNA | inhibition, % at 5.96 µM | 320,000 compounds, 0.44% hits;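 active = percent inhibition above a per-plate cutoff, the plate mean of test compounds plus 3 SD, cut at about 30% in these data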;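 also: 0% = DMSO wells with GLD-1 and probe and 100% = wells lacking GLD-1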
# Target sequence (Q17339 whole entry, looked up): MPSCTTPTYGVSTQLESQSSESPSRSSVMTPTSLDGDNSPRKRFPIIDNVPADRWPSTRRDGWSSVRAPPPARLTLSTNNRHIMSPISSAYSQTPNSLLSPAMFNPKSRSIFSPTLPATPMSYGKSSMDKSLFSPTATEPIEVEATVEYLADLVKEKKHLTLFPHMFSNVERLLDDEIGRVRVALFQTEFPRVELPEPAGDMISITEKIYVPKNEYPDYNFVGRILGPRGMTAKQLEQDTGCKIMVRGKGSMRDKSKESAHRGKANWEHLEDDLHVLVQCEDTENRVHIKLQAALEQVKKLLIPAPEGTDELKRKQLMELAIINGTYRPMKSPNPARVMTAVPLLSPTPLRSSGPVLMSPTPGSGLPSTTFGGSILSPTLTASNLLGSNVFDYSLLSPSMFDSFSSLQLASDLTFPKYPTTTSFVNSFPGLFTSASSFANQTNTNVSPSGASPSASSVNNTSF
# Efflux pump inh: inhibitors of Candida efflux pumps in yeast, primary screen, S. cerevisiae, Nile Red, multiplex | inhibition, % at 10 µM | S. cerevisiae Candida pump triplex | AID 485275, 2010 | 330,000 compounds, 0.44% hits;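 active = plate passing quality check with inhibition over a set limit, or well fluorescence over plate mean plus 4 SD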;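 also: Nile Red retained in pooled yeast measured as flow cytometry median fluorescence; 0% = buffer negative control and 100% = Enniatin B positive control; higher means more Nile Red kept so more efflux inhibition; some compounds called inactive have numbers as strong as hits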
# Numbers without * were called inactive; · = no result given. Not all compounds are listed (hit frequency here may not be typical).
SMILES,VLA-4 inh,PME-1 inh,MEX-5 binding,MCL1-BIM inh,GRK2 aptamer HTS,Bcl-xL primary,Fam108B inh,GLD-1 TGE inh,Efflux pump inh
COc1ccccc1NC(=O)CC(=O)CSc1nnc(-c2ccc(C)cc2)n1C,2,2,3.5,-5,0,-4,2,-5,0.3
CCN(CC)S(=O)(=O)c1ccc(O)c(C(=O)OCC(=O)N2CCCC2)c1,-3,-1,2.3,4,2,2,1,-3,-0.1
CC(C)Cn1c(CN(C)Cc2ccccc2)nc2c1c(=O)n(C)c(=O)n2C,10,-4,2.1,0,76*,5,-2,-1,0.0
O=C(Cc1ccccc1)Nc1ccc(NC(=O)c2ccccc2)c(Cl)c1,1,·,-0.4,·,0,·,·,·,0.0
NC(=O)CC[C@H](NC(=O)[C@H](Cc1ccccc1)n1c(=O)[nH]c2ccccc2c1=O)C(=O)N1CCC[C@H]1C(=O)O,-19,2,0.0,-4,0,-4,3,1,-0.1
CCOC(=O)c1sc(NC(=O)c2ccccc2F)c(C(N)=O)c1C,6,5,-8.1,7,0,1,-3,1,-0.2
CCOC(=O)N1CCC2(CC1)C(C(=O)C13CC4CC(CC(C4)C1)C3)C2(C#N)C#N (stereo unspecified),2,0,1.4,2,4,5,5,7,0.3
COc1ccc(C(C)NC(=O)C2CCCC2)cc1OC (stereo unspecified),10,1,0.2,1,2,1,-2,2,-0.1
O=C(O)Cn1ncc2ccccc2c1=O,3,0,2.3,4,0,4,-3,2,0.1
CCN(CC)S(=O)(=O)c1cccc(C(=O)N/N=C2\CCCC(=O)C2)c1,10,7,-2.7,56*,0,41*,4,114*,0.1
CCC(CC)NC(=O)Nc1ccccc1C(F)(F)F,1,0,-1.7,2,1,4,1,0,-0.1
CCOc1ccc(CC2c3cc(OCC)c(OCC)cc3CCN2C(=O)CN2CCN(C)CC2)cc1OCC (stereo unspecified),-44,3,1.2,6,0,7,1,7,0.1
Cc1ccc(Cn2ccc(NC(=O)c3cc4nc(-c5ccco5)cc(C(F)(F)F)n4n3)n2)cc1,-11,-4,0.9,3,2,3,-2,4,-0.3
CCCC(=O)Nc1ccc(Cl)c(NC(=O)c2cccc(OC)c2)c1,0,3,1.2,2,4,2,4,3,-0.1
COc1ccc(C(=O)C2CCN(CC(=O)Nc3ccc(OC)cc3OC)CC2)cc1,8,0,1.9,-3,0,-4,-2,-3,0.1
O=C(N/N=C/c1ccc2c(c1)OCO2)c1cc(-c2ccc(F)cc2)nc2ccccc12,2,6,2.1,-8,1,3,-18,0,-20
CC1CCN(CCCCOc2ccccc2[N+](=O)[O-])CC1,-2,-10,-1.5,6,0,5,5,10,-0.1
O=S(=O)(c1ccc(OC(F)(F)F)cc1)N1CCCC(N2CCOCC2)C1 (stereo unspecified),2,-2,-1.6,8,0,6,-5,-1,0.0
Cc1cc(C)nc(SCC(=O)NNC(=O)c2cccs2)n1,2,0,-0.1,5,3,2,2,2,-0.2
CN(C)CCCNc1ncnc2sc(-c3ccccc3)cc12,2,-3,1.7,-3,0,2,1,0,0.0
O=C(O)CCc1ccc(-c2ccc(F)cc2)n1CC1CCCO1 (stereo unspecified),-3,5,0.2,-2,3,5,1,0,-0.1
Cc1cccc(Nc2ccncc2S(N)(=O)=O)c1,2,0,0.4,-2,0,1,2,1,-0.1
COc1cc(OC)c(OC)cc1CN1CCCC(C(=O)N2CCCCC2)C1 (stereo unspecified),-3,1,-2.1,-3,0,3,-3,5,0.0
CC(C)CNc1nc2c(c(=O)n(C)c(=O)n2C)n1Cc1cccc(Br)c1,11,11,-2.1,2,0,1,6,-6,0.4
C/C(Cl)=C\Cn1c(NCCCn2ccnc2)nc2c1c(=O)n(C)c(=O)n2C,4,-3,-2.9,-1,0,5,2,2,-0.1
Cc1c(C(=O)N2CCCCC2)c(S(=O)(=O)Nc2cccc(Br)c2)c(C)n1C,18,-3,-1.1,-1,4,1,-1,-1,0.1
COc1ccc(-c2cc(C(=O)NCc3cccs3)no2)cc1,-25,1,0.2,-5,1,-1,3,-4,-0.1
O=C(N/N=C1\NC(=O)C(CO)(CO)S1)c1ccccc1,5,1,-2.9,10,1,4,2,3,0.0
Oc1ccc(-c2cn3c(n2)SCC3)cc1O,7,-7,-40*,60*,0,28,1,6,-0.1
Cc1ccc2nc(-c3cccc(-c4cccc(Cl)c4)c3)c(NCc3ccccc3)n2c1,39,5,-0.2,11,1,4,-1,-11,0.1
C(=N\n1c2ccccc2c2ccccc21)/c1ccccc1,3,-17,-0.2,-17,0,-7,-7,1,0.8
CCOC(=S)SCC(=O)N1CCc2cc(OC)c(OC)cc2C1C1C(=O)CC(C)(C)CC1=O (stereo unspecified),10,0,0.0,-5,1,0,3,2,0.1
CCOc1ccc(C=O)cc1CN1CCCCC1,-8,0,0.2,5,0,7,-1,3,0.0
O=c1c(Br)c(N2CCOCC2)cnn1-c1ccccc1,2,3,-2.3,-2,2,-4,3,-4,0.1
CN(CC(=O)NCCc1ccccc1)S(=O)(=O)c1cccs1,-20,2,1.7,7,0,4,10,-2,-0.1
CC1CCCCC1NC(=O)C1CCN(S(=O)(=O)N2CCC3(CC2)OCCO3)CC1 (stereo unspecified),-3,3,-1.7,-6,0,3,-5,-2,0.0
CCOC(=O)c1c(-c2ccccc2)csc1NC(=O)COc1ccc2c(C)cc(=O)oc2c1,2,6,1.6,0,4,3,-2,5,-0.1
CCN1C=C(C(=O)OC)C(c2cccc(OC)c2OC)C(C(=O)OC)=C1,1,-6,-2.3,-1,0,0,-1,2,0.1
O=C1CN(Cc2cc(=O)oc3cc4c(cc23)CCC4)CCN1,-3,4,-2.5,2,0,1,2,0,0.0
CN(C)CCN1C(=O)C(O)=C(C(=O)c2cc3ccccc3o2)C1c1ccc(N(C)C)cc1 (stereo unspecified),-7,-4,2.2,-44,2,-24,2,-43,0.0
CC(=O)C1=C(O)C(=O)N(C2CCCCC2)C1c1ccccc1 (stereo unspecified),3,9,1.4,3,0,2,-2,4,-0.1
Cc1ccccc1NC(=S)N(CCN(C)C)C(C)c1ccco1 (stereo unspecified),15,-3,2.0,6,0,8,6,0,1.8
O=C(CCN1C(=O)/C(=C/C=C/c2ccccc2)SC1=S)Nc1nc2ccccc2s1,7,-4,-3.2,-1,4,2,-3,2,0.3
Cc1ccc(S(=O)(=O)N2CC=C(C(=O)NCc3ccc(F)cc3)CC2)cc1,-26,-5,-1.1,4,1,5,6,7,-0.2
COc1ccc(OC)c(NC(=O)CSc2nnc(-c3cccnc3)s2)c1,-1,3,-1.2,8,0,2,-2,4,-0.1
O=C(CSc1ccccc1C(=O)O)NC12CC3CC(CC(C3)C1)C2,0,-3,-1.2,4,2,1,2,6,-0.2
Cc1cc(NS(=O)(=O)c2ccc(NC(=O)NC(C)(C(F)(F)F)C(F)(F)F)cc2)no1,-3,-8,-0.8,1,1,4,4,8,0.0
N/C(=N/OS(=O)(=O)c1ccc([N+](=O)[O-])cc1)c1ccncc1,7,1,-1.9,-11,0,-1,-7,7,0.0
COc1cc(C=C2C(=O)c3ccccc3C2=O)ccc1O,7,0,-2.2,-10,0,2,8,-6,0.1
CCc1nnc(NC(=O)CSc2nnc(Cc3cccn3C)n2CCOC)s1,5,-8,-1.2,5,0,-1,0,-3,-0.1
COC(=O)C1=C(Nc2cc(Cl)cc(Cl)c2)CSC1,2,8,0.5,15,2,1,-2,4,0.4
CCOC(=O)C1CCCN(C(=O)c2cc(-c3ccc(F)cc3)nc3ccccc23)C1 (stereo unspecified),-1,5,1.1,-2,1,2,0,4,0.1
CNc1csc(C)c(C)c1=O,5,-2,-1.2,-17,1,-14,-8,4,0.1
CC1(C)CC(=O)C=C(Nc2ccc(S(N)(=O)=O)cc2)C1,4,8,-1.2,-5,0,3,3,-5,-0.1
O=C(CCNC(=O)c1ccccc1)Nc1cccnc1,-4,2,3.8,-1,2,2,1,-3,0.1
CCCCCC(=O)N/N=C/c1ccco1,5,1,-0.6,2,0,8,1,3,0.1
Cc1nc2cc(-c3ccc(Cl)cc3)nn2c(C)c1CCC(=O)NCc1ccco1,52*,-1,-2.6,-2,0,-1,0,1,-0.1
CCOC(=O)c1cncc(C#CCO)c1,-1,5,-2.8,3,0,3,-2,3,0.0
Cc1ccc2c(c1)sc(=NC(=O)C1CC1)n2C,-1,7,1.5,2,2,6,-3,3,0.0
CSc1ccc(CNC(=O)C2CCC(=O)N(CCc3cccc(F)c3)C2)cc1 (stereo unspecified),-10,1,3.2,7,0,0,4,9,-0.1

# Reprinted at random: 2 records from the list, in no set order.
SMILES,VLA-4 inh,PME-1 inh,MEX-5 binding,MCL1-BIM inh,GRK2 aptamer HTS,Bcl-xL primary,Fam108B inh,GLD-1 TGE inh,Efflux pump inh
COc1cc(C=C2C(=O)c3ccccc3C2=O)ccc1O,7,0,-2.2,-10,0,2,8,-6,0.1
N/C(=N/OS(=O)(=O)c1ccc([N+](=O)[O-])cc1)c1ccncc1,7,1,-1.9,-11,0,-1,-7,7,0.0

# Other structures
SMILES,VLA-4 inh,PME-1 inh,MEX-5 binding,MCL1-BIM inh,GRK2 aptamer HTS,Bcl-xL primary,Fam108B inh,GLD-1 TGE inh,Efflux pump inh
CC(=O)N1CCC(N(CCN2CCOCC2)C(=S)Nc2cccc(C)c2C)CC1,-2,-1,1.9,4,0,5,-1,5,-0.2
Cn1c(=O)c2c([nH]c(OCc3ccc(Cl)cc3Cl)[n+]2Cc2ccc(F)cc2)n(C)c1=O,1,3,0.7,-19,0,-9,3,-9,0.1
O=[N+]([O-])c1cc(Cl)ccc1-c1nc(-c2ccncc2)no1,2,0,0.9,3,4,-1,0,4,0.0
Cc1noc(NS(=O)(=O)c2ccc(NC(=O)c3ccc(N4C(=O)c5ccccc5C4=O)cc3)cc2)c1C,6,-3,1.2,5,0,5,-1,2,0.0
O=C(O)C1CSC2(c3ccc4c(c3)OCCO4)CCC(=O)N12 (stereo unspecified),7,5,-4.6,2,2,1,4,2,-0.1
O=[N+]([O-])c1ccc(NNC(=S)Nc2ccc(F)cc2)cc1,-20,2,-3.7,2,2,4,6,0,-0.1
Cc1cc(-c2cccs2)c(C#N)c(=S)[nH]1,-2,-1,1.7,2,0,10,-1,2,0.0
OCC[C@H]1C[C@H](O)[C@@H](O)[C@@]2(CCCc3ccccc3O2)O1,6,4,·,9,6,4,0,0,0.1
COc1ccc(/C=C(\C#N)C(=O)OC2CCOC2=O)cc1 (stereo unspecified),-5,0,-0.9,-5,0,4,0,-4,0.0
O=C(CCNC(=O)c1ccccc1Cl)NN1C(=O)NC2(CCCCC2)C1=O,13,8,0.2,0,·,6,-1,3,0.0
COc1ccc(C2(C(=O)Nc3ccc(C(=O)N4CCOCC4)cc3)CCOCC2)cc1,-4,-7,-1.9,10,0,3,-3,0,0.2
CCOC(=O)c1ccc(NC(=S)NCCc2ccc(F)cc2)cc1,8,-7,1.3,3,0,-1,-12,-4,0.2

# Assay outcomes from PubChem.
